IDH1 R132H inh = inhibitors of human mutant IDH1 R132H | O75874 | Potency, µM (top dose mostly 76.6 µM), for inactives: at the highest dose activity change, negative = inhibition, hits mostly inhibitors | IDH1-R132H enzyme, NADPH consumption, diaphorase/resazurin fluorescence | 390,000 tested, 0.093% active; further: potency means the concentration at half of the fitted maximal effect; on the % scale 0 is the no-effect control and ±100 the full control effect; nearly all actives have a fitted effect of over 65% in size
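IDH1-R132H (0.5 ug/mL) preincubated 30 min with compound, then NADPH (0.016 mM) and alpha-KG (2 mM) added; 80 min at RT, pH 7.5. Remaining NADPH coupled via diaphorase/resazurin to fluorescence (540/590 nm); concentration-response curves normalized to no-enzyme control.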
Pin1 inhibitor = blocks the human prolyl isomerase Pin1; Q13526; Pin1 FP peptide displacement, HiFluor488, 10 min; Potency, µM (titrated, usually from 115 µM), without a hit: top-dose activity, negative = inhibition, most hits filed as inhibitors; 390,000 tested, 0.009% active; AID 504891; active means well fitted inhibition curve with a large enough effect in the polarisation, with a control signal flat, not every such curve was filed as active; inconclusive means small, poorly fitted or top-dose-only effect, or effect the other way, or a change in a side signal; inactive means no such curve, though single readings can be large or run the other way; the % refers to the polarisation; further: potency means the concentration at half of the fitted maximal effect; on the % scale 0 is the no-effect control and ±100 the full control effect
Target sequence (Q13526 whole entry, looked up): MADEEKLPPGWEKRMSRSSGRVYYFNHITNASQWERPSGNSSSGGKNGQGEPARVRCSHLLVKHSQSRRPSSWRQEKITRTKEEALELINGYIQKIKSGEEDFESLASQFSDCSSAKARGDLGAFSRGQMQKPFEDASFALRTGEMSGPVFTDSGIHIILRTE
GLS inh = inhibitors of human glutaminase (GLS) | O94925 | GLS enzymatic activity, qHTS titration | 410,000 tested, 0.21% active | Potency, µM (highest dose often 45.5 µM), for inactives: at the top dose activity change, negative = inhibition, hits mostly inhibitors; further: potency means the concentration at half of the fitted maximal effect; on the % scale 0 is the no-effect control and ±100 the full control effect
Target sequence (O94925 whole entry, looked up): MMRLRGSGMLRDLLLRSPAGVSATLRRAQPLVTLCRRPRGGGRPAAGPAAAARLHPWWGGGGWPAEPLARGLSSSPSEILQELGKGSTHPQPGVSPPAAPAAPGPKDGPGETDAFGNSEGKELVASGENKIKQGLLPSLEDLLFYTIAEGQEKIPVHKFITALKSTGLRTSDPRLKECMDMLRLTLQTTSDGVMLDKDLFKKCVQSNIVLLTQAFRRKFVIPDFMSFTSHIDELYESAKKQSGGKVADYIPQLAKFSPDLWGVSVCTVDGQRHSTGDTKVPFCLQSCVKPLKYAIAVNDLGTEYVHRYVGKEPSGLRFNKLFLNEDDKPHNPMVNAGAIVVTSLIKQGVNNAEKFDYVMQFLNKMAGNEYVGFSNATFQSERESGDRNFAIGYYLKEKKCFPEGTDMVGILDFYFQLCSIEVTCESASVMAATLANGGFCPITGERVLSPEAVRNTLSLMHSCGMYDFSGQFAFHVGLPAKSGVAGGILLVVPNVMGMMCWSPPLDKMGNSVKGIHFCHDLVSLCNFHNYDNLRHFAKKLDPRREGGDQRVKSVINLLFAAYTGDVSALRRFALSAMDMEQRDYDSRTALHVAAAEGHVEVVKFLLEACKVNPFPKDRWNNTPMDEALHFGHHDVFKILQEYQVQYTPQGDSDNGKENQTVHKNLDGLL
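Glutamate formation by hKGA was monitored fluorometrically using coupled glutamate oxidase, HRP and Amplex Red. Substrate was added as 1 mM L-glutamine solution; incubation was 30 min at RT after an initial read.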
TrxR1 substrate = substrates of rat thioredoxin reductase 1 | O89049 | purified TrxR1 substrate turnover, NADPH consumption readout | Potency, µM (series often up to 114 µM), for inactives: at the highest dose activity change, negative = substrate turnover | 390,000 tested, 0.01% active | AID 588456; further: potency means the concentration at half of the fitted maximal effect; on the % scale 0 is the no-effect control and ±100 the full control effect; nearly all actives have a fitted effect of over 50% in size
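Rat TrxR1, dispensed at 90 nM, was prereduced with 400 uM NADPH (final) for 5 min at ~22 deg C, then incubated with compound 15 min before 400 uM selenite. A first-read NADPH fluorescence drop versus no-compound background flagged substrates.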
Tb PGK inh = blocks T. brucei phosphoglycerate kinase; 380,000 tested, 0.043% active; PGK/GAPDH coupled, Kinase-Glo luminescence, 60 min; Potency, µM (series often up to 57.5 µM), for inactives: top-dose activity change, negative = inhibition, most hits filed as inhibitors; AID 602233; further: potency means the concentration at half of the fitted maximal effect; on the % scale 0 is the no-effect control and ±100 the full control effect; nearly all actives have a fitted effect of over 60% in size
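Recombinant glycosomal PGK reaction used 1,3-bisphosphoglycerate generated in-well by GAPDH (100nM final) in 100mM TEA pH 7.6, 5mM MgCl2, 0.01% Tween-20. After 60 minutes at room temperature, ATP was read by Kinase-Glo Plus luminescence end-point.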
USP1 inh = inhibitors of human USP1/UAF1 deubiquitinase. Potency, µM (titrated, usually from 57.1 µM), inactives show at the top dose activity change, negative = inhibition, hits mostly inhibitors. O94782. recombinant USP1/UAF1, Ub-Rhodamine cleavage fluorescence. AID 743255. 390,000 tested, 0.23% active; further: potency means the concentration at half of the fitted maximal effect; on the % scale 0 is the no-effect control and ±100 the full control effect; nearly all actives have a fitted effect of over 60% in size; inactives centre near -12
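USP1/UAF1 complex at 1 nM was preincubated with compound for 15 min at room temperature, then Ub-Rho substrate (150nM final) was added. Fluorescence (480/540 nm) was read kinetically, 6 reads every 60 seconds.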
PI4K2A inh = blocks human PI4K2A kinase activity | 420,000 tested, 0.13% active | purified PI4K2A, ADP-Glo luminescence, 1 h; stronger effect = lower value | AID 1346378 | activity change, negative = inhibition, % at 76.9 µM | Q9BTU6; in the data active means activity change below about -50%; inconclusive means mostly about -30% to -49%;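 further: -100% = wells without enzyme as full effect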
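ADP-Glo luminescence measured ADP generated by PI4K2A enzyme (4 ug/mL before mixing) with 1.2 mM PI substrate (pre-mix) and 300 microM ATP (pre-mix). Tris pH7.5 buffer with MgCl2, Triton X-100; 1 h reaction at ambient temperature.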
HP1b binding inh = blocks HP1-beta chromodomain binding to methylated histone tails; Potency, µM (titrated, usually from 114 µM), without a hit: top-dose activity change, negative = inhibition, usual class: inhibitors; 390,000 tested, 0.56% active; AlphaScreen HP1-beta / biotin-H3K9me3 peptide binding; P83916; further: potency means the concentration at half of the fitted maximal effect; nearly all actives have a fitted effect of over 70% in size; inactives centre near 23
Target sequence (P83916 whole entry, looked up): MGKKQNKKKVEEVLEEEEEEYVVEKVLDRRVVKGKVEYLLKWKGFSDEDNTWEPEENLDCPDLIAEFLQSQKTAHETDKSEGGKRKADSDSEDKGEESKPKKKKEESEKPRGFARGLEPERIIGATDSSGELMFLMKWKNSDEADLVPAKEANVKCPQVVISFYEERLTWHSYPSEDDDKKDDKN
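HP1-beta protein (50 nM final) preincubated 30 min at room temperature with biotinylated H3(1-18)K9me3 peptide (50 nM) in PBS pH 7.4, 0.01% Tween-20, then compound added for 30 min. AlphaScreen streptavidin donor/nickel chelate acceptor beads (10 ug/mL final), 30 min dark, luminescence read.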
TrxR1 inh = inhibitors of rat thioredoxin reductase 1 | Potency, µM (doses to about 114 µM), inactives show at the highest dose activity change, negative = inhibition, most hits filed as inhibitors | 390,000 tested, 1% active | AID 588453 | recombinant rTrxR1, NADPH fluorescence consumption, selenite substrate | O89049; further: potency means the concentration at half of the fitted maximal effect; on the % scale 0 is the no-effect control and ±100 the full control effect; nearly all actives have a fitted effect of over 65% in size
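Rat TrxR1 (90 nM in the dispensed reagent) was pre-reduced with 400 uM NADPH for 5 min at room temperature, then incubated with compound for 15 min. After 400 uM selenite was added, NADPH fluorescence (Ex 340/Em 450 nm) was followed for 8 min.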
Numbers without * were called inactive; i = inactive; ? = inconclusive; / = no result given; & = joins results of further samples; [ ] = remark or other dose. Unless noted, the call rests on the fitted dose curve; in most records, active means well fitted curve in the direction sought with a large enough effect; inconclusive means small, poorly fitted or top-dose-only effect, or another doubt; inactive means no such curve, though single readings can be large; an effect the other way counts as inactive or inconclusive.

SMILES	IDH1 R132H inh	Pin1 inhibitor	GLS inh	TrxR1 substrate	Tb PGK inh	USP1 inh	PI4K2A inh	HP1b binding inh	TrxR1 inh
CCc1ccc(NC(=O)CCc2c(C)nc3nc(-c4cc(OC)cc(OC)c4)nn3c2C)cc1	13.4%	-0.7%	-10.3%	-11.5%	-0.3%	-7.6%	-2.8	32.9%[activator]	-11.1%
Cc1nn(-c2ccccc2)c2c1c(C)c(CCC(=O)N1CCOCC1)c(=O)n2C	0.1%	2.4%	-7.2%	18.8%	i	-7.5%	-5.4	14.9%	15.9%
COc1cc(/C=N/N2CCN(C3c4ccccc4-c4ccccc43)CC2)ccc1O	-2.2%	0.4%	14.6%	2.9%[57.1 µM]	-2.7%	-6.5%	-4.4	21.3%	4.2%[57.1 µM]
O=C(COC(=O)c1ccc(F)c(S(=O)(=O)N2CCOCC2)c1)Nc1ccc(Cl)cn1	9.7%	/	-5.4%	/	-2.7%	-19.7%	-7.1	/	/
CCOc1cc(C(=O)Nn2cnnc2)cc(OCC)c1OCC	0.2%	-1.5%	-6.9%	4.3%	i	3.7%	-0.8	-32.6%	29.5%[57.1 µM]
O=C(c1ccc(CN2CCOCC2)cc1)N1CCN(c2ccccc2)CC1	0.0%	-4.5%	36.1%[activator]	10.6%	/	-5.3%	-19.0	-9.4%	29.4%
CCOP(=O)(OCC)C(Nc1cccc([N+](=O)[O-])c1)c1ccc(OC)cc1 (stereo unspecified)	10.7%	-11.7%	-7.0%	-4.4%	-3.3%	1.9%	3.9	5.9%	27.8%[57.1 µM]
O=C(Cc1cc(C(=O)O)c2ccccc2n1)Nc1ccccc1	-6.6%	6.7%	6.5%	2.3%	-2.8%	-9.2%	-0.8	29.8%	8.6%
C[C@H](CO)N1C[C@H](C)[C@H](CN(C)S(=O)(=O)c2cccc(C#N)c2)OCc2cnnn2CCCC1=O	1.6%	/	-2.3%	/	-1.1%	-6.4%	-7.6	/	/
O=C(O)C1CCCN1C(=O)Nc1ccc(F)cc1 (stereo unspecified)	0.4%	-9.5%	0.4%	-9.5%	i	-8.4%	2.8	35.0%	-7.3%
COc1ccc(C(=O)NNC2=Nc3cccc4cccc2c34)cc1	-1.3%	?	3.8%	-2.8%[57.1 µM]	-3.5%	-14.5%	1.5	32.3%	30.4%[57.1 µM]
O=C(NCCCN1CCOCC1)c1cc(-c2ccc(Cl)s2)nc2ccccc12	2.7%	5.9%	-4.9%	100.9%[activator]	i	-16.4%	4.1	35.1%	?
Cc1cc(N)ccc1N=Nc1c(C)n(C)n(-c2ccccc2)c1=O	7.2%	7.8%	0.9%	-23.2%	-10.3%	-7.2%	-2.2	5.0%	-20.1%
CCOC(=O)c1cnc2ccc(OCC)cc2c1NCCCN1CCOCC1	-4.5%	-1.3%	-4.1%	8.8%	-9.0%	-12.3%	-12.9	15.1%	24.7%
O=C(O)/C=C\C(=O)N1CCc2ccccc21	1.1%	0.7%	-3.2%	-6.2%	3.9%	-15.9%	-4.0	33.7%	-3.0%
CCOC(=O)[C@H]1[C@H]2COc3ccc(OC)cc3[C@@H]2N2C(=O)CN(Cc3ccc(Cl)cc3)C(=O)[C@@]12C	18.0%	-8.0%	-1.1%	-9.2%[57.1 µM]	-10.0%	-28.7%	0.5	25.3%	9.2%[57.1 µM]
CCCn1c(C)cc(C(=O)CN2C(=O)c3cccc(N)c3C2=O)c1C	4.5%	-18.9%	-0.1%	8.5%	-4.7%	-16.4%	-3.1	31.8%	-21.3%
CCCCCCCC(=O)OC(CN1CCCCCC1)CN1CCCC1=O (stereo unspecified)	-5.6%	-4.2%	11.5%	5.1%[57.1 µM]	-0.2%	11.8%	-0.4	6.1%	3.8%[57.1 µM]
CCCC(NC(=O)c1ccco1)c1nc2ccccc2[nH]1 (stereo unspecified)	2.8%	-2.8%	-3.0%	-12.3%	i	-7.6%	1.8	27.3%	-19.0%
CCc1cc[n+](C2=C([O-])c3ccccc3C(=O)/C2=N\S(=O)(=O)c2cccs2)cc1	19.4%	?	6.7%	-12.1%	-6.2%	17.8µM*	-21.1	?	7.4%[57.1 µM]
COc1ccc(C2/C=C\CN(C(=O)CC(C)(C)C)CC(=O)N2Cc2ccc(F)cc2)cc1 (stereo unspecified)	-8.9%	-1.7%&-9.3%	21.5%	-4.7%&-2.5%	-0.7%	-23.1%	-5.5	5.3%&20.6%	0.7%&6.9%
NC(=O)C1(Nc2ccc(Cl)cc2)CCCC1	2.4%	-1.7%	2.7%	-8.5%[2.29 µM]	i	-11.5%	0.5	8.4%[57 µM]	-7.1%[2.29 µM]
CCOC(=O)c1c(-c2ccc(C)cc2)csc1NC(=O)c1cccc(N2C(=O)CCC2=O)c1	3.2%	-6.8%	0.9%	16.5%	-0.2%	-20.8%	0.3	17.1%	-2.1%
Cn1c(=O)cc2c3c(c(N4CCCCC4)ccc31)C(=O)c1ccccc1-2	?	?	6.3%	-5.8%	-0.3%	-6.9%	-11.7	?	-2.0%
COC(=O)c1nnn(-c2nc(N3CCOCC3)nc(N3CCOCC3)n2)c1C	2.0%	-4.6%	4.8%	-6.9%	0.0%	?	3.7	33.6%	2.7%

Ordered by the number under Pin1 inhibitor (largest number first): 3 of the compounds above
molecule | Pin1 inhibitor
O=C(NCCCN1CCOCC1)c1cc(-c2ccc(Cl)s2)nc2ccccc12 | 5.9%
CCOc1cc(C(=O)Nn2cnnc2)cc(OCC)c1OCC | -1.5%
CCCCCCCC(=O)OC(CN1CCCCCC1)CN1CCCC1=O (stereo unspecified) | -4.2%

(listing goes on)
SMILES	IDH1 R132H inh	Pin1 inhibitor	GLS inh	TrxR1 substrate	Tb PGK inh	USP1 inh	PI4K2A inh	HP1b binding inh	TrxR1 inh
Cc1cccc(C)c1NC(=S)NC(=O)CCc1ccccc1	-4.0%	?	3.2%	-2.0%[57.1 µM]	0.4%	-4.6%	4.7	23.2%	3.55µM*
COc1cccc(-c2ccc3c(c2)C2CC3CCN2C(=O)c2ccc(-c3ccccc3)cc2)c1 (stereo unspecified)	-5.1%	/	1.3%	/	i	-13.2%	-1.8	/	/
Nc1nc(Cl)c(C=O)c(N2CCCCC2)n1	-5.9%	0.6%	-6.9%	-2.2%[57.1 µM]	-8.5%	-12.7%	1.4	33.8%	27.9%[57.1 µM]
COC(=O)c1ccc(Nc2ncnc3sccc23)cc1	4.4%	3.7%	-1.5%	5.6%	2.1%	-30.2%	0.1	29.3%	18.4%
COc1ccc(-n2nc3c(c2NC(=O)c2ccc(S(=O)(=O)N4CCOCC4)cc2)CS(=O)C3)cc1 (stereo unspecified)	-0.4%	2.8%	9.7%	-0.4%	2.7%	-13.0%	-2.7	29.8%	12.9%
CCN(CC(=O)NCc1cccs1)C(=O)CCOc1ccccc1C	-0.6%	1.4%	4.8%	-12.1%	7.3%	3.6%	-1.8	28.6%	-11.6%
CCOc1cc(/C=N/NC(=O)c2ccc(CN3CCOCC3)cc2)ccc1OC	-6.8%	-12.1%	-0.2%	-13.0%	-2.9%	?	0.7	57.8%[activator]	-12.1%[57.1 µM]
CC1=C(C(=O)OC(C)C)C(c2cncc(-c3ccc(F)cc3)c2)C(C#N)=C(N)O1 (stereo unspecified)	3.3%	12.6%	-3.5%	-6.4%	-6.7%	-6.9%	2.9	36.7%	?
CC(C)CCNC(=O)C1CC(c2ccccc2[N+](=O)[O-])=NO1 (stereo unspecified)	-10.1%	-6.0%	-2.0%	-2.6%	-3.2%	-22.3%	6.0	38.0%	-5.2%
O=c1[nH]c(N/N=C\c2ccc(F)cc2)nc2ccccc12	5.6%	?	0.0%	4.5%[57.1 µM]	3.5%	-17.9%	1.2	26.8%	5.9%[57.1 µM]
O=C1C(NS(=O)(=O)c2cccs2)=C(N2CCN(Cc3ccccc3)CC2)C(=O)c2ccccc21	-1.6%	-0.5%	24.3%	-7.1%	-3.5%	?	-12.5	15.8µM*	14.7%
CC(=NCC1CCCO1)c1c(O)[nH]c(=O)[nH]c1=O (stereo unspecified)	-3.8%	0.1%	20.4%	-4.8%	6.7%	-5.7%	24.2	17.8%	0.2%
Cc1cc(C)c2nc(-n3nc(C)cc3N)cc(C)c2c1	6.8%	-3.4%	-10.3%	4.0%[57.1 µM]	7.2%	-18.0%	-2.2	24.1%	11.4%[57.1 µM]
Cc1ccc(Cl)c2c1NC(=O)C2(O)CC(=O)c1ccc(Br)cc1 (stereo unspecified)	5.8%	-0.7%	1.3%	-4.7%	i	-14.6%	3.6	11.0%	0.5%
O=S(=O)(c1ccccc1C(F)(F)F)N1CCN(CC(O)COc2ccccc2F)CC1 (stereo unspecified)	1.9%	-11.1%	-0.8%	-7.1%	-9.0%	-16.2%	-0.7	?	6.6%
Cc1[nH]c2ccccc2c1-c1csc(NC(=O)CSCCO)n1	-1.5%	0.8%	11.7%	-7.0%	-5.1%	-14.4%	-3.3	-14.5%	5.3%

Screening results as filed in PubChem BioAssay.

An excerpt; the hit share may differ from the screen's.
